Screens: PubChem, several laboratories
CRFR2-BP antag = antagonists of CRF-BP/CRF-R2 complex, primary screen, cell-based, HEK293, calcium dye fluorescence, uHTS | CRF-induced calcium fluorescence | 0.59% of 350,000 active | inhibition, % at 11.8 µM | AID 588475, 2011;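 active means inhibition of the ligand-induced calcium signal above about 50% at the single tested concentration, limit read from the data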
M5 antag = human M5 muscarinic receptor antagonists, primary screen, CHO cells, Fluo-8 calcium fluorescence | CHO-hM5 cells, ACh EC80 | inhibition, % at 3 µM | 0.59% of 360,000 active | AID 624040, 2012;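 active means inhibition above a per-plate cutoff, the mean of that plate's test compounds plus 3 SD, cut at about 27% in these data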;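 further: 0% = acetylcholine EC80 with DMSO and 100% = DMSO without agonist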
Target sequence (P08912 whole entry, looked up): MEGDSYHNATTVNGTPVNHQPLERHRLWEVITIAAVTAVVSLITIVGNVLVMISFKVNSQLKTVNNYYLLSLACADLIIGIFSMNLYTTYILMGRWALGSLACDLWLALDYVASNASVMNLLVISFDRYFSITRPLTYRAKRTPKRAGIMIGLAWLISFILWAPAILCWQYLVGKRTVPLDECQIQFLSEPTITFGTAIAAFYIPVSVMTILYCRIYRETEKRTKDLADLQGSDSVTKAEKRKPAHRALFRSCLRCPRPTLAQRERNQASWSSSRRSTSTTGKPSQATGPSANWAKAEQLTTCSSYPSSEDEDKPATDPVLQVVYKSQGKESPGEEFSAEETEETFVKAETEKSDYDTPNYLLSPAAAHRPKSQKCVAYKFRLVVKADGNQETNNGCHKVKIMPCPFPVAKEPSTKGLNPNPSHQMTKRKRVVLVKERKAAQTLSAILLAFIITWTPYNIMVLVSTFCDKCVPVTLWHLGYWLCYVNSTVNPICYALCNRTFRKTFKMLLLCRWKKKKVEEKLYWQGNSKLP
CRFR2-BP ag = agonists of CRF-BP/CRF-R2 complex, primary screen, cell-based, HEK293, calcium dye fluorescence, uHTS. CRF-binding protein / CRF receptor 2 complex (human). calcium dye fluorescence (FLIPR); percent of saturating CRF peptide response. activation, % at 13.2 µM. 0.46% of 350,000 active. AID 588473, 2011;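 active means activation of at least 50%, plus an integration ratio under a set limit after plate pattern correction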;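 further: plate controls were neutral control wells without compound for no effect and CRF at EC100 for full effect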
TAAR1 ag = human TAAR1 agonists, primary screen, Fluo-8 calcium fluorescence, CHO RD-HGA16 cells; 0.99% of 360,000 active; Trace amine-associated receptor 1 (Homo sapiens), Q96RJ0; AID 624467, 2012; vehicle wells 0%, saturating PEA agonist 100%; activation, % at 3 µM;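 active means activation above the mean activation of all test compounds in the run plus 3 SD, cut at about 38% in these data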
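Test system: RD-HGA16 (CHO) cells co-expressing Gα16 and hTAAR1 | Doses: Single dose, 3 µM | Schedule: 17-24 h seeding, 75 min 37 °C dye, 30 min RT | Evaluation: % activation from peak over basal fluorescence ratio, DMSO-to-PEA scaled | Technique: Kinetic Fluo-8 calcium fluorescence | Benchmarks: Low control DMSO, high control PEA (EC100)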
TAAR1 antag = human TAAR1 antagonists, primary screen, Fluo-8 calcium fluorescence, CHO RD-HGA16 cells. inhibition, % at 3 µM. antagonist. 1.5% of 360,000 active. AID 624466, 2012;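 active means inhibition above a per-plate cutoff, the mean inhibition of test compounds on that plate plus 3 SD, cut at about 49% in these data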;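 further: 0% = DMSO plus EC80 beta-PEA response and 100% = DMSO alone without agonist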
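Test system: hTAAR1-expressing CHO RD-HGA16 cells, Gα16-coupled; Probe or stimulus: EC80 β-phenethylamine stimulus; Compound dosing: single nominal final test compound concentration of 3 µM; Timing: 140 s kinetic read after compound, 140 s after agonist; Signal: Fluo-8 calcium-sensitive fluorescence; Measure: % inhibition of agonist calcium response; Controls: DMSO and EC80 PEA controls.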
CHO-K1 Ca PAM = nonselective calcium activators in parental CHO-K1 cells, primary screen, counter-screen for M1 PAM project, cell-based, Fluo-8 calcium fluorescence, full deck, 1536-well; ATP EC20; 0% at ATP EC20, 100% at ATP max; activation, % at 3 µM; 0.02% of 360,000 active;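 active means activation above the run cutoff, the mean activation of all test compounds plus 3 SD, cut at about 40% in these data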;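 further: peak over basal fluorescence ratio in a 140 s read after ATP addition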
M4 PAM = human M4 muscarinic receptor positive allosteric modulators, primary screen, CHO-K1 cells, Fluo-8 calcium fluorescence | AID 624126, 2012 | activation, % at 3 µM | CHO-K1 hM4/Gqi5, ACh EC20; 0% = ACh EC20, 100% = maximal ACh | 0.4% of 360,000 active;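 active means activation above its plate's cutoff, the mean activation of sample wells plus 3 SD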; further: some results filed as inactive read as strong as hits
Target sequence (P08173 whole entry, looked up): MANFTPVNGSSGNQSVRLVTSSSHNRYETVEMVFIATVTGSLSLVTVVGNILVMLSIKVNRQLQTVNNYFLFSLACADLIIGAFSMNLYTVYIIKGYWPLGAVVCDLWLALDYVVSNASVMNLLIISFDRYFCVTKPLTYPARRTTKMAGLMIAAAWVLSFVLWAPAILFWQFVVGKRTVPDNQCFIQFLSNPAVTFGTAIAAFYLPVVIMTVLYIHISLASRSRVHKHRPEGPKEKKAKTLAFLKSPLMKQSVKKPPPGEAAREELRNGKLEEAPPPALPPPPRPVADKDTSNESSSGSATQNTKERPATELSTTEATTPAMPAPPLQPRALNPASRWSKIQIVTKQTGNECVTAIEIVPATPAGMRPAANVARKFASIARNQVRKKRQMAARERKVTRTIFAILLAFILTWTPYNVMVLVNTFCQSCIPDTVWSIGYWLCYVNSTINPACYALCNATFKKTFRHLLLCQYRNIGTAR
M5 ag = human M5 muscarinic receptor agonists, primary screen, CHO-K1 cells, Fluo-8 calcium fluorescence | CHO-K1 hM5 cells; 0% DMSO wells, 100% maximal acetylcholine response | activation, % at 3 µM | 0.19% of 360,000 active;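 active means activation above the run's mean over test compounds plus 3 SD, cut at about 23% in these data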;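 further: signal is peak over basal fluorescence ratio across the kinetic read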
M5 PAM = human M5 muscarinic receptor positive allosteric modulators, primary screen, CHO-K1 cells, Fluo-8 calcium fluorescence. Muscarinic acetylcholine receptor M5 (Homo sapiens), P08912. CHO-K1 hM5, ACh EC20 PAM; 0% = ACh EC20, 100% = ACh EC100. activation, % at 3 µM. 0.3% of 360,000 active. AID 624038, 2012;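 active means activation above the run cutoff, the mean activation of all test compounds plus 3 SD, cut at about 18% in these data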
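Replicates: One well per compound, no replicates | System: Human M5 receptor in CHO-K1 cells | Benchmarks: Low control EC20 acetylcholine (0%), high control EC100 acetylcholine (100%) | Probe or stimulus: Acetylcholine, EC20 level | Times: Fluo-8 loading 80 min at 37 °C plus 30 min room temperature | Signal: Intracellular calcium via Fluo-8 fluorescence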
The depositor's hits bear a star; nt = no result given.

SMILES | CRFR2-BP antag | M5 antag | CRFR2-BP ag | TAAR1 ag | TAAR1 antag | CHO-K1 Ca PAM | M4 PAM | M5 ag | M5 PAM
O=C(Cc1noc2ccccc12)Nc1ccc2ccccc2c1 | 5.8 | -3.9 | -0.9 | 2.7 | 0.6 | 17.1 | 2.4 | -2.8 | -3.4
CC(C)n1nc(CC(=O)O)c2ccccc2c1=O | 8.7 | -0.3 | -2.3 | 0.9 | 15.6 | 4.0 | 6.7 | 1.7 | 0.7
CCS(=O)(=O)c1nc(S(=O)(=O)c2ccc(C)cc2)c(N2CCOCC2)s1 | -15.8 | 3.0 | 0.1 | 1.7 | -24.8 | 11.3 | -6.4 | -6.2 | 2.9
CCNC(=O)CSc1nc2cc([N+](=O)[O-])ccc2n1-c1cccc(C(F)(F)F)c1 | 26.4 | 1.0 | -0.6 | 2.1 | -15.3 | 18.8 | 0.2 | -1.0 | 2.4
N#Cc1c(NC(=O)c2ccc(N3CCOCC3)c([N+](=O)[O-])c2)sc2c1CCCC2 | -32.9 | 3.0 | 0.1 | 0.3 | 14.2 | 10.5 | 4.4 | 0.0 | -3.8
Cc1nc(-c2coc3cc(O)c(C)cc3c2=O)cs1 | 9.8 | 4.3 | -1.3 | -2.4 | 13.0 | 16.2 | 12.5 | 2.4 | -2.9
Cn1c2c(c(=O)n(C)c1=O)C(NC(=O)c1cccs1)(C(F)(F)F)C(=O)N2 (stereo not drawn) | -6.5 | -2.5 | 0.5 | 0.2 | 6.5 | -3.5 | 7.0 | -2.3 | -4.2
O=C1C2C3C=CC(C3)C2C(=O)N1/N=C/c1cn(Cc2ccccc2)c2ccccc12 (stereo not drawn) | 1.4 | -1.9 | 0.2 | 10.9 | 7.2 | 1.9 | 3.8 | -3.9 | -2.5
Cc1nn(Cc2ccccc2)c(Cl)c1C(=O)NCc1ccco1 | 10.1 | 5.7 | 1.4 | 1.2 | -13.2 | 0.1 | 1.1 | -5.5 | 4.5
Cc1ccc(C2=NN(CC(=O)NCc3cccs3)C(=O)CC2)cc1 | 6.5 | -5.3 | -1.5 | 1.6 | -11.6 | 13.7 | -6.2 | -4.3 | 3.0

Full records from above. Values in the order: CRFR2-BP antag	M5 antag	CRFR2-BP ag	TAAR1 ag	TAAR1 antag	CHO-K1 Ca PAM	M4 PAM	M5 ag	M5 PAM
Shown for CCS(=O)(=O)c1nc(S(=O)(=O)c2ccc(C)cc2)c(N2CCOCC2)s1 → -15.8	3.0	0.1	1.7	-24.8	11.3	-6.4	-6.2	2.9
Shown for Cc1nc(-c2coc3cc(O)c(C)cc3c2=O)cs1 → 9.8	4.3	-1.3	-2.4	13.0	16.2	12.5	2.4	-2.9

Remaining list, next part:
SMILES | CRFR2-BP antag | M5 antag | CRFR2-BP ag | TAAR1 ag | TAAR1 antag | CHO-K1 Ca PAM | M4 PAM | M5 ag | M5 PAM
CCOC(=O)c1ccccc1NC(=O)COc1coc(CN2CCc3ccccc32)cc1=O | 6.7 | 2.8 | 0.3 | -1.9 | -3.3 | -8.2 | 2.3 | -1.9 | -4.8
CSc1cccc(Nc2ccc(S(=O)(=O)N3CCOCC3)cc2[N+](=O)[O-])c1 | -0.7 | 5.3 | 1.0 | -1.0 | 19.1 | 6.8 | 1.0 | -0.8 | -8.6
O=C(NCc1cccnc1)c1ccc(COc2ccccc2Br)cc1 | 3.3 | 1.4 | -0.5 | 18.0 | 28.9 | 15.9 | -16.1 | 0.9 | -11.4
CCc1ccc(C(=O)Cc2cc3cccc(OC)c3oc2=O)cc1 | -4.3 | 3.2 | -2.0 | 9.1 | 38.9 | -15.2 | 4.7 | -2.0 | 3.0
O=C(CCCn1c(SCC(=O)c2ccccc2)nc2ccccc2c1=O)NCC1CCCO1 (stereo not drawn) | 16.2 | 8.6 | -2.4 | 6.6 | 9.9 | 24.3 | -7.7 | -1.4 | -3.3
CC(=O)c1cccc(NC(=O)N2CCCCCC2)c1 | 5.2 | 9.0 | -1.8 | 1.7 | -9.8 | -3.6 | -2.6 | -2.2 | -3.1
Cc1ccc(NC(=O)Nc2ccc3c(c2)CCC3)cc1 | 1.9 | 10.8 | 0.6 | 0.6 | -1.5 | -12.3 | -0.5 | 0.3 | -3.1
COc1cccc(/C=N/NC(=O)N/N=C/c2cccc(OC)c2O)c1O | 4.4 | 8.0 | 0.2 | 10.0 | 33.2 | 19.3 | -0.4 | -5.9 | -9.8
CCCOc1ccc(/C=N/NC(=O)CN2CCCCC2)cc1OCC | -6.0 | 9.6 | -2.1 | 0.2 | -27.9 | 12.4 | -0.7 | -0.4 | 8.8
COc1ccc(/C=C(\NC(=O)c2cccs2)C(=O)Nc2ccc(C)cc2)cc1OC | 9.6 | 0.2 | -2.5 | 8.1 | 24.4 | 18.0 | -3.0 | 1.4 | -7.2
COc1nccnc1NS(=O)(=O)c1ccc(NC(=S)NC(=O)c2cccnc2)cc1 | -5.3 | 6.5 | 0.3 | 1.2 | 8.5 | -2.4 | 4.2 | -0.6 | 5.7
O=C(Nc1ccccc1N1CCN(C(=O)c2ccccc2)CC1)c1cc(Br)ccc1Cl | 6.9 | 5.2 | 1.6 | 10.4 | 28.2 | -8.1 | -7.2 | 1.5 | -3.0
COc1cccc(N/C(SCc2cccc([N+](=O)[O-])c2)=C(/C#N)C(N)=O)c1 | -3.8 | 8.6 | -2.6 | 1.5 | -23.8 | -5.0 | -0.6 | -3.5 | -0.3
CC(C)N(C(=S)Nc1cccc(S(=O)(=O)N(C)C)c1)c1ccccc1 | 1.0 | 3.3 | 0.0 | 5.4 | -25.7 | 3.5 | 2.2 | 5.0 | 19.0*
CCCCc1ccc(S(=O)(=O)NC(=O)C2(C)CCN2C(=O)CCc2cccs2)cc1 (stereo not drawn) | nt | 8.6 | nt | 4.8 | -6.9 | 8.4 | -2.0 | -0.7 | 1.5
Cn1nnnc1SCC(=O)NCCc1ccc(Cl)cc1 | 3.0 | -4.7 | -1.0 | 0.9 | 29.2 | 15.9 | 5.0 | -3.2 | 11.3
CC1(C)C2([N+](=O)[O-])CN3CC1([N+](=O)[O-])CN(C2)C31CCCC1 | -13.2 | 5.1 | 2.6 | 14.7 | 6.7 | -3.5 | -10.5 | -0.6 | -2.3
O=C(OCC(=O)N1CCc2ccccc21)c1ccc(Cl)nc1 | -27.2 | -1.8 | -1.1 | 1.2 | 13.9 | 17.4 | -4.9 | -2.2 | -1.5
CC(C)N(Cc1nc(-c2ccc(Cl)cc2)no1)C(=O)/C=C/c1ccccc1 | -2.5 | 2.3 | 1.5 | -1.5 | 0.9 | 15.9 | 21.7 | -1.9 | -3.7
COc1ccc(NC(=O)C/C(C)=N/NC(=O)c2cnccn2)cc1Cl | 2.2 | 6.3 | -1.6 | 0.5 | 1.5 | 8.3 | -1.2 | -2.8 | -5.0
COc1ccc(N2C(=O)CS/C2=C\[N+](=O)[O-])cc1 | 16.1 | 1.7 | 2.2 | 6.2 | 8.9 | -5.6 | 14.8 | 1.1 | 8.7
CC(C)(C)[C@@H]1COC(=O)[C@H](Cc2ccc(F)cc2)CC/C=C\C[C@H](CC(=O)N(CCO)Cc2ccccc2)C(=O)N1 | -8.5 | 20.3 | 0.3 | 35.7 | 55.8* | 8.9 | -3.0 | 0.0 | -30.6
CCOC(=O)CSCc1nc(-c2ccc(Cl)cc2)oc1C | 17.6 | 1.3 | -2.6 | 4.8 | -15.0 | 9.0 | -6.9 | -3.7 | -4.1
Cc1ccc(S(=O)(=O)C2(C(=O)Nc3ccc(Br)cc3)CC2)cc1 | 12.4 | 1.5 | -1.6 | 0.4 | -13.1 | 22.5 | 6.3 | -3.0 | 0.6
CCOC(=O)N1CCN(C(=O)c2cc(COc3ccc4ncccc4c3)on2)CC1 | 31.8 | 3.5 | -0.9 | 9.4 | -10.6 | -12.8 | -9.9 | 8.0 | -13.5
CC1Sc2ccccc2N(Cc2ccc(OC(F)(F)F)cc2)C1=O (stereo not drawn) | nt | 2.9 | nt | 5.9 | 26.7 | -6.9 | -1.8 | -1.2 | -5.3
Cc1ccc(NC(=O)c2cc(C)n(-c3ccccc3)c2C)cc1 | 9.0 | -0.6 | -2.4 | -1.6 | -25.3 | 21.6 | 4.6 | -4.5 | 1.7
CN(C)CCN(Cc1ccc(Cl)cc1)c1ccccn1 | -5.3 | -3.0 | 0.2 | 5.1 | -10.7 | 6.2 | -12.6 | -0.8 | -12.2
O=C(COC(=O)c1ccc2[nH]c3c(c2c1)CCCC3)Nc1ccccc1Cl | 3.5 | 10.1 | -0.9 | 3.2 | -1.1 | 4.6 | -4.7 | -4.0 | -6.4
C/C(CC(O)c1ccc2ccccc2n1)=N/O (stereo not drawn) | 3.0 | -5.7 | 0.1 | 1.4 | 4.7 | 6.2 | 10.8 | 0.9 | 4.0
CCN=C1SC(CC(=O)NC2CCCCC2)C(=O)N1CC (stereo not drawn) | -6.8 | 6.2 | 0.1 | 6.8 | -10.4 | 23.7 | -0.2 | -2.8 | 2.7
O=C1CSC(c2ccncc2)N1Cc1ccc(F)cc1 (stereo not drawn) | -9.2 | -0.4 | -0.1 | 1.2 | -21.6 | 7.6 | 4.9 | -3.1 | 2.7
Cc1ccc(C)c(NC(=S)N(C)CCc2ccccn2)c1 | 19.7 | -5.0 | -3.8 | 44.8* | -9.1 | 22.7 | 17.9* | -3.2 | 10.2
Cc1ccc2nc(SCC(=O)Nc3cc([N+](=O)[O-])ccc3F)[nH]c2c1 | -19.0 | 2.9 | 0.0 | 2.5 | -0.3 | 21.8 | -3.2 | -2.9 | 2.4
COc1ccc(-c2cc(OC)c3c(C)oc(C)c3c(=O)c2)cc1OC | 5.2 | 3.5 | -0.8 | 8.1 | 2.1 | -7.9 | -5.1 | 0.8 | -2.8
COc1ccccc1CCN1CCCC(CN(C)C(=O)c2ccoc2)C1 (stereo not drawn) | 20.6 | -12.3 | 2.6 | 0.6 | -13.4 | 7.1 | -6.2 | -10.5 | 5.4
COc1cccc(CNc2ccccn2)c1O | 40.0 | -2.0 | -3.2 | 6.8 | -11.1 | 17.7 | 1.9 | -1.8 | 6.3
CCCN(CCC)S(=O)(=O)c1ccc(NC(=O)COc2ccccc2)cc1 | -16.0 | 4.3 | 1.2 | 12.0 | 34.1 | -12.4 | 4.3 | -1.2 | 0.7
Cc1nnc(N/N=C/c2cc([N+](=O)[O-])c(N3CCC(C)CC3)cc2N2CCC(C)CC2)n1N | -25.9 | -1.4 | -0.6 | 14.2 | -38.6 | 21.2 | 1.1 | -0.3 | 4.0
